# Screens as filed in PubChem.
# MITF inh = MITF inhibitors, primary screen, biochemical, AlphaScreen, human; Microphthalmia-associated transcription factor (Homo sapiens), O75030; AlphaScreen MITF homodimerization, bead proximity signal; inhibition, % at 2.6 µM; 650,000 tested, 0.91% active; in the data active = inhibition above about 50%;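 also: 0% = vehicle wells with protein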
# Target sequence (O75030 whole entry, looked up): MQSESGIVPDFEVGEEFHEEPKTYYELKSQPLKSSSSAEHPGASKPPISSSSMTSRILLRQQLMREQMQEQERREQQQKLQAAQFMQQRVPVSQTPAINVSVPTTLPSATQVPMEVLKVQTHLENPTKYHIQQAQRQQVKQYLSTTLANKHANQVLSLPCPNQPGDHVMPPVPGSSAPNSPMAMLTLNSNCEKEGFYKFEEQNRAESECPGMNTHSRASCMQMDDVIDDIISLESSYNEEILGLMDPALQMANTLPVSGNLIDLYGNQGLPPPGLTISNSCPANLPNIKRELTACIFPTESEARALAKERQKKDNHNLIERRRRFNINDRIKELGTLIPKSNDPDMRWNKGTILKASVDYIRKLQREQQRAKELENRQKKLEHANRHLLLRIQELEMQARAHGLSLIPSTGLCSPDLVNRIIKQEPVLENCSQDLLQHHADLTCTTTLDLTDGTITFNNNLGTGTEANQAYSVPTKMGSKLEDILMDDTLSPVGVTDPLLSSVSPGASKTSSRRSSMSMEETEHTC
# TEAD-YAP block = TEAD-YAP interaction inhibition, primary screen, TEAD-YAP interaction inhibitor project, luminescence, HEK-TIYL cells; 640,000 tested, 1.4% active; AID 1259422, 2018; TEAD-Gal4/YAP UAS-luciferase luminescence; inhibition, % at 9.12 µM; in the data active = inhibition above about 32%;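 also: 0% = median of test compound wells and 100% = reference inhibitor wells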
# GPR151 ag = activators of human GPR151, primary screen, cell-based, PathHunter beta-arrestin, luminescence; G-protein coupled receptor 151 (Homo sapiens), Q8TDV0; PathHunter beta-arrestin GPR151 cells; activation, % at 11.2 µM; 650,000 tested, 1% active; AID 1508602, 2020; in the data active = activation above about 4.9%;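 also: 0% = median of compound wells and 100% = cells with positive control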
# Target sequence (Q8TDV0 whole entry, looked up): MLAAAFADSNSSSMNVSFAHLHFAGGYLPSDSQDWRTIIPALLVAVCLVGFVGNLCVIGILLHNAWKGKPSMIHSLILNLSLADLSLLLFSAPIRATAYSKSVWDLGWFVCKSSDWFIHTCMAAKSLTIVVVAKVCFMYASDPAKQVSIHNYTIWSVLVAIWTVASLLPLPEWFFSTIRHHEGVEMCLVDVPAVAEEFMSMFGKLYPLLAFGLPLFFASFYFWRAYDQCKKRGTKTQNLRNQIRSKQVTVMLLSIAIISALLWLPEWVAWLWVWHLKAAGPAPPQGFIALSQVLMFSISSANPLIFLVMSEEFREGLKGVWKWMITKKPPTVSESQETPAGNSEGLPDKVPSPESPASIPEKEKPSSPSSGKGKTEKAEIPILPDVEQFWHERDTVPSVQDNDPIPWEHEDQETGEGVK
# FBW7 act = FBW7 E3 ligase activators, primary screen, biochemical, AlphaScreen, human. AlphaScreen FBW7–phospho-cyclin E peptide binding, activator screen. normalized activity (activation), % at 26.1 µM. 650,000 tested, 0.13% active; in the data active = normalized activity above about 1.9%;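 also: purified mutant Fbw7 with reduced substrate affinity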
# * hit, by the source's call; & = joins results of further samples.
molecule,MITF inh,TEAD-YAP block,GPR151 ag,FBW7 act
Cc1ccc(OCCn2cnc3ccccc32)cc1,-4,-14,-0.9,-0.1
COc1ccccc1CNC(=O)COc1ccccc1,0,-24,3.8,0.1
O=C1NCCN(Cc2ccccc2C(F)(F)F)C1CC(=O)N1CCCCC1 (centres undefined),-8,2,-0.8,0.7
COc1ccc(N2C(=O)CSC2c2ccc(Cl)cc2)c(OC)c1 (centres undefined),19,-1,-2.1,0.1
COC(=O)CNC(=O)CC1C(=O)NCCN1Cc1cccc(Oc2ccccc2)c1 (centres undefined),4,11,-0.5,0.4
O=C(CCC1CCCC1)N1CCN(c2ccc(N3CCOCC3)nn2)CC1,3,-3,0.5,0.0
CCN(CCO)C(=O)C1CCN(c2nc(C)c3ccc(OC)cc3n2)CC1,3,-1,0.2,0.0
N#Cc1c(NC(=O)CSc2nnnn2-c2ccccc2)sc2c1CCCC2,4,-1,-0.8,-0.1
COc1ccc(NC(=O)c2c(N)sc3c2CCCC3)cc1,-12,-47,-1.5,-0.1
COc1cc(/C=C2\N=C(c3ccccc3)N(c3ccc(Cl)cc3C)C2=O)cc(OC)c1OC,-6,-7,0.0,0.0
Cc1nc(N)n2c(SCC(=O)Nc3ccc(F)cc3)nnc2c1Cc1ccccc1,-4,-4,-0.4,0.0
COc1ccc(OCCN2CCNCC2)cc1,-2,3,-0.4,-0.2

# Remaining list, next part
molecule,MITF inh,TEAD-YAP block,GPR151 ag,FBW7 act
Cc1nc(N2CCCN(C)CC2)c2c3c(sc2n1)CCCC3,-8,-6,0.9,-0.1
COc1ccc(C)cc1S(=O)(=O)NCC1COC2(CCCC2)O1 (centres undefined),3,6,-1.3,-0.1
COC(=O)[C@@H](NC(=O)c1ccc(-n2cc(NC(C)=O)cn2)cc1)c1ccccc1,18,2,0.1,0.4
Cc1ccc(-c2nnc(Nc3cccc(C(F)(F)F)c3)c3ccccc23)cc1S(=O)(=O)NCC1CCCO1 (centres undefined),-2,17,1.6,-0.2
Cc1ccc(NC(=O)Cn2nnc(S(=O)(=O)c3ccc(C)c(C)c3)c2N)cc1,-3,-1,1.0,0.0
Cc1cc(C(=O)CCl)c(C)n1CCc1cccs1,-5,17,2.5,0.0
COc1ccc(C(=O)N(Cc2cccnc2)Cc2cc3cc(C)ccc3n3nnnc23)cc1,-1,3,-1.1,-0.1
CCOc1cc(CNC2CCCCC2)ccc1OC,42,-6,-0.4,0.3
COc1ccc2c(c1)CC(=O)NC21CCN(CCC#N)CC1,-12,9,-0.3,-0.2
CC(=O)Nc1ccc(CN2CCC3(CCC(CNC(=O)C4CCCO4)O3)CC2)cc1 (centres undefined),14,4,0.7,0.0
O=C(Nc1cccnc1)Nc1ccc2c(c1)OCO2,-10,-31,-2.9,-0.1
c1cc(Nc2nccc(NC3CC3)n2)ncn1,-8,-21,2.0,0.1

# Some entries already given with just FBW7 act.
Molecule	FBW7 act
COc1ccc(C(=O)N(Cc2cccnc2)Cc2cc3cc(C)ccc3n3nnnc23)cc1	-0.1
Cc1ccc(-c2nnc(Nc3cccc(C(F)(F)F)c3)c3ccccc23)cc1S(=O)(=O)NCC1CCCO1 (centres undefined)	-0.2

# (next part)
molecule,MITF inh,TEAD-YAP block,GPR151 ag,FBW7 act
CN(C)CCNC(=O)CCCOc1cc(=O)n(C)c2ccccc12,-8,5,0.7,-0.1
Nc1nonc1-c1nc2ccccc2n1CCC(=O)O,4,0,0.8,0.1
OCCNCCCCOc1ccc(Cl)c(Cl)c1,58*,-11,0.2,0.2
CC1(C)CC2(C)OC(=O)C(Cc3ccc(O)cc3)N2C(=S)N1 (centres undefined),6,5,-0.6,-0.1
Cc1ccc(N2C(=N)S/C(=C\c3cn[nH]c3-c3ccc(F)cc3)C2=O)cc1C,9,-2,0.0,0.2
CN(C)c1ccc(C2Nc3ccccc3C(=O)N2c2ccc(Cl)cc2)cc1 (centres undefined),10,-42,-2.1,0.2
COc1ccc(C(C(=O)NC(C)(C)C)N(C(=O)c2csnn2)c2ccccc2F)cc1 (centres undefined),1,0,-0.9,-0.1
COc1ccc(N2CCN(Cc3ccc(F)cc3Cl)C2=O)cc1,-1,-1,-1.0,0.3
COc1ccc2[nH]c3c(=O)n(CCCCC(=O)NCc4ccccn4)c(=S)[nH]c3c2c1,7,15,0.2,0.1
CCCc1oc2ccc(NS(=O)(=O)c3cc(Cl)ccc3Cl)cc2c1C(=O)OCC,1,5,0.8,0.0
COc1ccc(C(=O)C(OC(=O)c2cc(=O)[nH]c3ccccc23)c2ccccc2)cc1 (centres undefined),0,-6,-0.9,0.0
CC(C)(O)C#Cc1ccc(C(=O)N2CCN(c3ccccc3F)CC2)cc1,5,-2,-0.4,-0.1

# Other structures:
molecule,MITF inh,TEAD-YAP block,GPR151 ag,FBW7 act
O=C(CS(=O)(=O)c1ccc(Cl)cc1)Nc1nc(-c2ccc3c(c2)OCO3)cs1,3,-7,-0.1,0.0
Cc1ccc2nc(SCC(=O)Nc3cccc(C(F)(F)F)c3)[nH]c2c1,-4,7,-0.2,-0.3
CCOc1cccc(-c2cc(C(=O)N/N=C/c3ccc(O)cc3)[nH]n2)c1,0,-11,1.0,-0.1
COc1ccc(S(=O)(=O)NCc2ccccc2C)cc1Cl,-11,6,-1.0,0.0
COC(=O)c1ccc(NC(=O)CSc2nnc(C)c(=O)[nH]2)cc1,-3,18,-1.1,-0.1
Cc1ccc(CNc2nc(CN3CCSCC3)nc3ccccc23)o1,16,-3,-1.4,-0.2
COc1ccc(-n2nnnc2SCc2nc3ccccc3[nH]2)cc1,10,3,0.5,0.0
CC1(C)CC(=O)C2=C(C1)OC(N)=C(C#N)C2c1ccc(-c2ccccc2Cl)o1 (centres undefined),14,7,0.0,0.4
COc1cc([N+](=O)[O-])ccc1NC(=O)c1ccc(Cl)cc1,-3,-14,-0.5,0.0
Cc1cc(C)cc(NC(=O)CNCCCO)c1,32,7,-0.5,-0.1
Cc1cc2c(cc1C)N=C(C(F)(F)F)CC(C(C)(C)C)=N2,3,-7,-0.5,-0.1
Cc1oc(C(=O)Nc2ccc(O)cc2)cc1COc1ccccc1,14,-2,-0.1,-0.2

# Remaining list, next part.
molecule,MITF inh,TEAD-YAP block,GPR151 ag,FBW7 act
CC(C)Cn1c(=O)c2c(nc3n2CC(C)CN3c2cccc(Cl)c2)n(C)c1=O (centres undefined),-8,-5,0.3,-0.1
CC1CCCC(C)N1/N=C/c1ccc([N+](=O)[O-])cc1 (centres undefined),9,-2,-1.6,0.4
COc1ccc(CC(=O)NCc2nnc(SCC(=O)Nc3nccs3)n2-c2ccc(F)cc2)cc1,10,7,-1.1,-0.1
CCN(CC)c1nc(NCc2cccnc2)nc(Nc2ccc(N3CCOCC3)cc2)n1,6,0,1.6,-0.1
COc1ccc2cc(C#N)c(SCC(=O)N3CCc4ccccc43)nc2c1,11,-2,-0.3,0.1
Cc1ccc(NC(=O)CCc2nnc3ccc(N4CCC(C)CC4)nn23)cc1,-24,3,5.0*,0.0
Cc1c(CNCCc2ccco2)c(C(=O)O)c(C)n1Cc1ccccc1F,8,5,0.1,0.1
Oc1oc(-c2ccccc2Br)nc1C=Nc1ccc(Cl)cc1Cl,-4,9,1.7,-0.1
CCOc1ccc(C2C(C(=O)OCCSCC)=C(C)NC3=C2C(=O)CC(c2ccc(OC)cc2)C3)cc1 (centres undefined),-29,-5,0.2,0.6
O=[N+]([O-])c1cc(Cl)ccc1N1CCN(S(=O)(=O)c2ccc3ccccc3c2)CC1,7,9,-0.3,-0.2
O=C(COC(=O)C1CC(=O)N(c2ccc3c(c2)OCCO3)C1)NC(=O)NCc1ccco1 (centres undefined),-10,11,0.7,0.0
CC1(C)CC(c2nc(-c3ccc([N+](=O)[O-])cc3)cs2)CCO1 (centres undefined),13,0,1.5,-0.2

# Reformatted with each value named: part of the list above.
SMILES: COc1ccc(CC(=O)NCc2nnc(SCC(=O)Nc3nccs3)n2-c2ccc(F)cc2)cc1
  MITF inh: 10
  TEAD-YAP block: 7
  GPR151 ag: -1.1
  FBW7 act: -0.1
SMILES: CCN(CC)c1nc(NCc2cccnc2)nc(Nc2ccc(N3CCOCC3)cc2)n1
  MITF inh: 6
  TEAD-YAP block: 0
  GPR151 ag: 1.6
  FBW7 act: -0.1
SMILES: COc1ccc2cc(C#N)c(SCC(=O)N3CCc4ccccc43)nc2c1
  MITF inh: 11
  TEAD-YAP block: -2
  GPR151 ag: -0.3
  FBW7 act: 0.1
SMILES: Cc1ccc(NC(=O)CCc2nnc3ccc(N4CCC(C)CC4)nn23)cc1
  MITF inh: -24
  TEAD-YAP block: 3
  GPR151 ag: 5.0*
  FBW7 act: 0.0

# Going on with the list.
molecule,MITF inh,TEAD-YAP block,GPR151 ag,FBW7 act
Cc1c(Cl)cccc1NC(=O)CCCCCN1C(=O)c2cccc([N+](=O)[O-])c2C1=O,-7,6,-1.1,-0.3
CC(C)(C)CC(=O)NCC(c1cccs1)S(=O)(=O)c1ccccc1 (centres undefined),2,-1,-1.1,0.1
COc1ccc(C(=O)NNC(=O)C(C)(C)C)c(OC)c1,-3,-13,-0.5,0.0
CCn1c(=N)c(C(=O)NC2CCCCC2)cc2c(=O)n3cc(C)ccc3nc21,-5,7,1.4,0.0
CCOC(=O)N1CCN(CC(O)c2ccc3c(c2)CCN3)CC1 (centres undefined),16,-4,-2.1,0.3
CCOc1ccc(CN(CCc2ccc3c(c2)OCO3)Cc2cccc3ccccc23)cc1,53*,-2,-1.2,0.5
COc1ccc(CCNC(=O)CSc2nc3ccccc3c(=O)n2CC2CCC(C(=O)NCc3ccco3)CC2)cc1OC (centres undefined),0,11,-0.9,-0.1
CCCCCN1C(=O)/C(=C2\SC(N)=NC2=O)c2cc(Br)ccc21,6,9,-1.3,0.0
CSc1cccc(NC(=O)C2C3C=CC4(O3)C2C(=O)N(Cc2ccc(F)cc2)C4C(=O)NC2CCCCC2)c1 (centres undefined),7,3,0.8,0.0
Cc1ccc2c(c1)=C(c1sc(=O)n(CC(=O)O)c1O)C(=O)N=2,-8&16,8&-1,-1.9&-0.1,-0.1&0.0
COc1cc(NC(=O)COc2ccc(Br)cc2Cl)cc(OC)c1,3,10,-0.8,0.5
C=CCOC(=O)C1=C(C)N(C)C(=O)NC1c1cc(Br)c(O)c(OC)c1 (centres undefined),13,4,-0.7,0.3

# (list continues)
molecule,MITF inh,TEAD-YAP block,GPR151 ag,FBW7 act
CCOC(=O)c1c(C)[nH]c(C(=O)CSc2nc(C)nc3c2cnn3-c2ccccc2)c1C,-5,4,0.5,0.0
COc1cccc(CCNC(=O)C2CC23CCN(Cc2ccoc2)CC3)c1 (centres undefined),20,-2,2.4,0.1
N#Cc1ccccc1NC(=O)c1ccc(-c2ccccc2[N+](=O)[O-])o1,4,-23,-0.4,-0.2
O=C(c1ccc(OC2CCN(C3CCC3)CC2)cc1)N1CCCCC1,12,0,-0.5,0.4
CCSc1ccc(C(=O)Nc2cc(C)nn2-c2ccccc2)cc1,11,7,-0.3,-0.1
CCOC(=O)c1cnc2c(Cl)cccc2c1Nc1cccc(C)c1,-11,-7,-0.8,-0.1
O=C(Nc1cc(-c2ccncc2)c[nH]c1=O)C1Cc2ccccc2C1,4,-10,2.4,0.6
O=C(CN1C(=O)S/C(=C\C=C\c2ccccc2)C1=O)Nc1ccc(O)cc1,16,-10,0.7,0.1
COc1cc([N+](=O)[O-])cc([N+](=O)[O-])c1OCC(=O)N/N=C/c1ccc(Cl)cc1,8,7,-2.7,0.0
c1cn(Cc2ccc(Nc3nccc(-c4cncc(N5CCOCC5)c4)n3)cc2)cn1,3,68*,0.2,0.3
CCn1c(SCC(=O)Nc2ccc(C)cc2C)nnc1-c1ccccc1N,5,0,0.9,0.5
CCOc1ccc2nc(N3CCC(C(=O)N[C@H]4CCCCNC4=O)CC3)nc(C)c2c1,-15,-2,-0.1,0.1

# (more compounds)
molecule,MITF inh,TEAD-YAP block,GPR151 ag,FBW7 act
Clc1ccccc1CNc1ncnc2sc3c(c12)CCCC3,5,-15,0.4,0.0
CCOc1ccc(-n2c(C)c(C(=O)O)c3cc(OC)c4ccccc4c32)cc1,8,1,-1.0,0.0
O=C(O)c1cccc(-c2ccc(/C=N/NC(=O)c3ccncc3)o2)c1,12,-13,0.0,0.0
COc1ccc(/C=C/c2ccncc2)c2ccccc12,14,1,0.3,0.9
O=C(CN(c1ccccc1F)S(=O)(=O)c1ccccc1)NCc1ccco1,-5,4,-1.4,0.0
CCOc1cc(/C=C2\N=C(c3cccc(C)c3)OC2=O)cc(Br)c1OC(C)=O,-4,-7,-0.6,0.0
COc1c(C)cc(S(=O)(=O)NCc2ccco2)c(C)c1C,22,-12,0.9,0.3
Cc1cc(C)n(CCNC(=O)CC2C(=O)NCCN2CCCc2ccccc2)n1 (centres undefined),-7,4,0.5,-0.1
COc1ccc2c(CNCc3ccccc3)c(C(=O)O)n(Cc3ccc(F)cc3)c2c1,17,7,-0.7,0.3
NCC(=O)N1CCN(c2ccc3[nH]ncc3c2)CC1,22,10,-0.4,0.6
Cc1ccc(C(=O)Nc2cccc(NC(=O)/C=C/c3ccco3)c2)cc1,12,-16,-1.3,0.1
COc1cc(/C=C/C(=O)NC(C)C2CC3CCC2C3)cc(OC)c1OC (centres undefined),11,-6,-0.1,0.0
